# Bioassay records deposited in PubChem BioAssay by several laboratories.
# Ecoli viability – bacterial growth inhibition, counter-screen for AddAB inhibitors; 330,000 tested, 0.27% active; E. coli V3065 growth, OD600 absorbance, 18 h; AID 449728; inhibition, % at 11.9 µM;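 active = inhibition above the campaign's mean inhibition across all tested compounds plus 3 SD, cut at about 9.9% in these data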;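 note: uninfected addAB+ strain grown without phage in ampicillin broth; 0% = DMSO wells and 100% = ciprofloxacin 0.95 µg/ml wells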
# Tat transport – E. coli Tat transport inhibition. E. coli MC4100 TorA-mCherry Tat export, fluorescence. inhibition, % at 10 µM. 340,000 tested, 0.036% active. AID 488895;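 active = mean replicate inhibition at least 50% and at least half of replicates individually reaching 50%; inconclusive = only one of the two criteria met; inactive = neither criterion met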;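 note: exported cargo escapes ClpAP degradation while cytoplasmic cargo is degraded and loses fluorescence; 0% = median of neutral control wells and 100% = median of NaSCN control wells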
# MITF TRPM1 HTS – activators of MITF-driven TRPM1 promoter activity in SK-MEL-5 cells; SK-MEL-5 TRPM1-promoter luciferase, 24 h; % of positive control, neutral wells = 0; activation, % at 12.5 µM; 300,000 tested, 0.75% active; AID 588334;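 active = mean activation of at least 80% with every replicate also reaching 80%; inconclusive = mean reaches 80% but some replicate falls short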;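 note: 0% = neutral control wells and 100% = parthenolide positive control wells; values of inactives mirror those of a sister screen read the other way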
# Wnt act – Wnt/beta-catenin pathway activation; Wnt/beta-catenin reporter cell assay, activator, plate reader; activation, % at 9.35 µM; 300,000 tested, 1.2% active; AID 743398; in the data active = activation above about 30%, passing the limit was not always enough; inconclusive = no clear call, values can overlap the other calls;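 note: 0% = neutral control wells and 100% = positive control wells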
# phage Ecoli inh – E. coli growth loss with phage present. growth absorbance. inhibition, % at 11.9 µM. 360,000 tested, 0.26% active; in the data active = inhibition above about 11%
# CAL PDZ FP-1 – inhibitors of human CAL PDZ peptide binding. Q9HD26. purified CAL PDZ, TMR-peptide fluorescence polarization, 1 h. inhibition, % at 20 µM. 330,000 tested, 0.02% active. AID 504414;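 active = highest replicate inhibition of at least 40%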;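 note: plate controls were DMSO neutral control wells for no effect and unlabeled competitor peptide control wells for full effect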
#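 System: purified tagged CAL PDZ domain construct (CerCALP). Schedule: 1 h incubation at room temperature before polarization reading. Medium: 25 mM sodium phosphate pH 7.4, 150 mM NaCl, TCEP, IgG, Thesit. Read-out: percent inhibition from loss of millipolarization. Measured by: FP readout, S and P plane fluorescence. Probe or stimulus: fluorescent TMR peptide probe.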
# CAL PDZ FP-2 – inhibitors of human CAL PDZ peptide binding; Q9HD26; purified CAL PDZ, TMR-peptide fluorescence polarization, 1 h; inhibition, % at 24.9 µM; 300,000 tested, 0.92% active; AID 602252;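 active = mean inhibition of at least 30% with at least half of replicates also reaching 30%; inconclusive = no clear call, values can overlap the other calls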;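 note: 0% = DMSO neutral control and 100% = excess unlabeled competitor peptide PRC23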
# SR-BI DiI inh – blocks mouse SR-BI lipid uptake from DiI-HDL; Q61009; ldlA[mSR-BI] CHO cells, DiI-HDL uptake fluorescence, 3 h; inhibition, % at 12.5 µM; 320,000 tested, 0.96% active;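 active = mean replicate inhibition of at least 70% and a set share of replicates each scoring 70 or more; inconclusive = meets just one of the two criteria; inactive = fails both criteria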;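 note: 0% = median of neutral control wells and 100% = median of positive control wells; values of inactives mirror those of a sister screen read the other way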
# Target sequence (Q61009 whole entry, looked up): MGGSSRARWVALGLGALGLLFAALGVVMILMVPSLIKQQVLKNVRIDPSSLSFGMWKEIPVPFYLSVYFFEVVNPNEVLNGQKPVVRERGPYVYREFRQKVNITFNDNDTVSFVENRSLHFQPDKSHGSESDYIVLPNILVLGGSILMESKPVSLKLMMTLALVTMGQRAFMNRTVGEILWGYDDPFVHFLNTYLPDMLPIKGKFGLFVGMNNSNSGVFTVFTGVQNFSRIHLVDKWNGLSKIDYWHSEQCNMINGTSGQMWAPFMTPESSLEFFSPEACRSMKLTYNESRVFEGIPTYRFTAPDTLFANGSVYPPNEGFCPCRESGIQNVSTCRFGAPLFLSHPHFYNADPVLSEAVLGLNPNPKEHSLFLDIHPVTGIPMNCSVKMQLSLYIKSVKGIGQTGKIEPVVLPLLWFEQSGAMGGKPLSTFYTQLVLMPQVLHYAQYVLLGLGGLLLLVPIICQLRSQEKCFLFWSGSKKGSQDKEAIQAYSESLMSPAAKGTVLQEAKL
# AddAB inh – less growth of phage-infected E. coli with AddAB | E. coli expressing H. pylori AddAB, absorbance growth | inhibition, % at 11.9 µM | 330,000 tested, 0.29% active; in the data active = inhibition above about 12%;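 note: 0% = vehicle wells of infected cells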
# SR-BI uptake up – activators of SR-BI mediated HDL lipid uptake | CHO ldlA[mSR-BI] cells, DiI-HDL uptake fluorescence, 3 h; 100 = double the neutral-control signal | activation, % at 12.5 µM | 320,000 tested, 0.096% active | AID 504775;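 active = mean replicate activation of at least 60% and every replicate at or above 60%; inconclusive = mean or all-replicate condition met, but not both; inactive = mean below 60% and not all replicates reaching 60%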;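 note: 0% = median plate neutral-control signal and 100% = twice that signal; values of inactives mirror those of a sister screen read the other way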
#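 Assay system: CHO ldlA[mSR-BI] cells, LDL receptor-null, SR-BI overexpressing; medium: Ham's F12 with 0.5% BSA, HEPES 25 mM, pH 7.4; also added: DiI-HDL 10 µg/mL; timing: 3 h uptake period with compound, 37 °C; signal: DiI fluorescence, bottom read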
# An asterisk follows results filed as active; u = inconclusive; x = no result given.
SMILES,Ecoli viability,Tat transport,MITF TRPM1 HTS,Wnt act,phage Ecoli inh,CAL PDZ FP-1,CAL PDZ FP-2,SR-BI DiI inh,AddAB inh,SR-BI uptake up
O=C(CCS(=O)(=O)c1ccc(Br)cc1)NC1CCCC1,-0.9,-3,4,0,x,-2.2,-25,0,1.1,0
Cc1ccc(S(=O)(=O)NC(C)C(=O)Nc2ccc3c(c2)OCO3)cc1 (centres undefined),-2.3,-4,-6,-2,0.5,-0.9,-3,-22,0.5,22
CCc1ccc2nc(SCC(=O)N(CC)CC)c(C#N)cc2c1,1.8,15,25,x,2.1,-1.6,x,41,2.7,-41
O=C1CCN(C(=O)c2ccccc2)C2CCCCC12 (centres undefined),-0.8,-1,x,x,3.6,-0.6,-2,11,0.3,-11
Cc1n(CC(O)COC2CCCCC2)c2ccccc2[n+]1C (centres undefined),0.4,5,-3,-2,1.8,-0.1,-1,-2,0.6,2
CNC(=O)CN(c1ccc2c(c1)OCCO2)S(C)(=O)=O,2.3,3,-4,x,1.4,x,-1,-6,0.8,6
Cc1ccc(-c2nc(-c3ccncc3)no2)cc1C,-1.0,-7,x,39*,3.3,0.7,0,-22,-0.1,22
Cc1c(C(=O)O)cccc1-c1ccc(/C=N/n2cnnc2)o1,-1.7,-8,26,u,-0.9,1.8,0,-11,0.7,11
CCc1cccc(C)c1NC(=O)c1ccc2c(c1)CCN2S(C)(=O)=O,-2.9,-6,10,3,2.6,-0.3,1,14,0.2,-14
COc1ccc(N2CCN(c3cc(C)c4ccccc4n3)CC2)cc1,-1.9,-2,-12,-1,3.2,-0.6,5,x,0.7,x
Cc1ccc(NC(=O)c2ccc3c(c2)nnn3C)cc1,0.1,1,53,39*,3.6,-0.7,5,20,2.6,-20
C#CCOC(=O)CCC(=O)NCCc1ccccc1,1.1,-3,-3,x,-0.1,-0.5,-2,-11,3.2,11
O=C(CSc1nc(-c2ccccc2)c(-c2ccccc2)[nH]1)NCc1ccco1,0.7,11,-10,x,0.1,-1.9,x,-2,0.8,2
NCCCCCc1nnc(SCc2ccc(Cl)c(Cl)c2)o1,-1.0,-2,x,-6,4.3,-0.3,-2,-19,2.8,19
CC1Sc2ccc(S(=O)(=O)N3CCC(C(=O)N(C)Cc4ccccc4)CC3)cc2NC1=O (centres undefined),-0.4,5,-22,-3,2.1,-3.1,-5,-15,3.2,15
O=C(NC(=S)NNS(=O)(=O)c1ccccc1)c1cccnc1,-0.4,-5,-6,0,3.8,-0.3,9,-37,1.4,37
COC(=O)C1=C(C)N=C2SCCC(=O)N2C1c1ccc(OC(=O)c2ccco2)cc1 (centres undefined),x,-6,2,x,1.7,-0.6,-4,-8,x,8
Cc1ccccc1-n1nc2c(c1NC(=O)c1cccc(F)c1)CS(=O)C2 (centres undefined),-0.9,-5,x,-1,2.8,-0.2,x,-1,-0.6,1
CCS(=O)(=O)N1CCN(S(=O)(=O)c2ccccc2)CC1,-0.6,0,x,-1,2.9,-1.0,-1,0,0.2,0
CCOc1cccc(C(=O)Nc2ccccc2C(=O)N2CCN(C)CC2)c1,1.7,3,-6,0,0.3,-1.6,-1,-13,3.2,13
COc1cc(S(=O)(=O)NCCCN2CCOCC2)ccc1-n1cnnn1,0.8,-2,8,-5,0.1,0.1,3,-16,3.3,16
CCOC(=O)C1=CN(CC)S(=O)(=O)NC1c1ccccc1 (centres undefined),-0.2,-3,-4,0,1.6,-2.6,-3,-4,-0.6,4
Cc1c(NC(=O)C(=O)N/N=C/c2cccs2)c(=O)n(-c2ccccc2)n1C,-1.4,3,x,0,3.3,0.0,-3,-8,0.4,8
O=C(COC(=O)c1ccc(O)cc1O)c1ccc2c(c1)OCCO2,0.7,1,18,54*,3.0,-0.7,-4,9,0.7,-9
COc1ccc(C(=O)NC2CCSc3ccccc32)cc1 (centres undefined),-0.6,-6,11,3,0.1,-0.5,5,3,2.1,-3
COc1cc(C(=O)N/N=C(\Cc2ncc[nH]2)c2ccccc2)cc(OC)c1OC,-1.4,-9,-12,-2,0.9,-2.0,1,66,0.3,-66
Cc1cc(C)cc(C(=O)NN2CCN(C)CC2)c1,-0.2,-6,-4,0,4.9,0.8,-3,-3,3.3,3
CCn1c(COc2ccccc2OC)nnc1SCC(=O)NC1CCCC1,-2.3,-5,1,-3,1.8,-3.1,2,-12,-0.1,12
C/C(=C\C(=O)O)CC(=O)O,0.1,0,4,x,1.2,x,-3,-10,2.6,10
COC(=O)CNC(c1ccccc1)c1cc(Br)ccc1NC(=O)OCc1ccccc1 (centres undefined),-2.6,5,-7,x,0.1,-2.2,-5,-2,0.3,2
CCOC(=O)c1c(NC(=O)C2COc3ccccc3O2)sc2c1CCN(Cc1ccccc1)C2 (centres undefined),-2.4,-6,-9,x,3.2,-1.8,-1,60,-0.3,-60
CC(C)c1cc(C(N)=O)c(NC(=O)C2CCC2)s1,-1.7,-1,-5,-2,1.6,0.3,-4,0,0.6,0
CCN(C(=O)COC(=O)c1ccc(Cl)nc1)C1CCS(=O)(=O)C1 (centres undefined),2.3,-6,5,-2,3.2,1.3,x,-9,1.5,9
O=S(=O)(NCC1CCCO1)c1cc(Cl)ccc1Br (centres undefined),1.4,3,-4,x,0.9,-2.4,-4,14,-0.7,-14
CCCCCOc1cccc(C2C(C(=O)c3cccs3)=C(O)C(=O)N2CCN2CCOCC2)c1 (centres undefined),-1.9,-8,11,-5,1.1,-1.2,-2,21,-0.1,-21
C[N+](C)(C)CCOc1ccc([N+](=O)[O-])cc1,-0.6,-5,x,0,3.1,0.1,x,0,-0.1,0
CCOC(=O)N1CCN(C(=O)c2noc3c2COc2ccccc2-3)CC1,-0.8,-8,28,5,1.9,-3.4,-2,-8,3.7,8
Cc1c(NC2=CC(=O)CCC2)c(=O)n(-c2ccccc2)n1C,-0.2,4,-4,-3,-1.4,0.5,-4,-18,-0.8,18
COc1cc(SC)ccc1C(=O)Nc1ccccn1,2.5,1,15,1,5.0,-1.6,-3,26,-0.8,-26
CCc1ccccc1OCC(=O)OCC(=O)N1CC(=O)Nc2ccccc21,0.2,8,-9,-2,2.2,-1.2,-2,0,3.8,0
Fc1ccc(CN2CCCN(Cc3nc(-c4ccc5c(c4)OCO5)no3)CC2)cc1,-0.1,-2,-1,0,4.3,-1.6,-3,-14,2.6,14
CCN(CC)CCNC(=O)c1ccc(NC(=O)c2ccc(F)cc2F)cc1,1.4,1,-1,-4,2.7,-2.7,-2,-13,5.1,13
CN(Cc1ccccc1)C(=O)COC(=O)CCNC(=O)c1ccccc1Cl,-1.4,9,-3,-1,2.0,0.4,-4,-5,-0.3,5
CC(=O)c1c(C)[nH]c(C(=O)N2CCN(c3ccccn3)CC2)c1C,-0.4,-12,-5,2,0.9,-0.4,-12,10,-1.2,-10
Cc1occc1-c1nnc(SCC(=O)N2CCCCC2)o1,-0.7,-3,2,6,2.1,-2.2,-3,-17,0.2,17
COc1ccc2nc(NC(=O)Cc3ccc(OC)c(S(=O)(=O)N4CCOCC4)c3)sc2c1,0.1,1,9,x,1.6,-2.7,-3,15,1.5,-15
C/C(=C\c1ccc(C(=O)O)cc1)c1ccc2c(c1)C(C)(C)CCC2(C)C,1.2,2,8,-9,4.9,-1.5,-3,-4,-0.4,4
CC(NC(=O)COC(=O)c1cccc(S(=O)(=O)N2CCCC2)c1)c1ccccc1 (centres undefined),1.4,5,-8,-1,3.0,-0.1,-2,16,1.1,-16
COc1cc2nc(CN3CCOCC3)n(CC(=O)N3CCCCCC3)c(=O)c2cc1OC,0.2,7,13,0,1.8,-0.1,4,-1,1.1,1
Cc1c(Cl)cccc1NC(=O)Nc1ccn(C)n1,-0.3,-10,19,x,3.6,-0.2,-3,8,-3.7,-8
Cc1ccc(C(=O)C(C)OC(=O)c2ccc(Cl)nc2)cc1 (centres undefined),1.9,-9,2,-2,4.5,-1.3,-5,-13,-0.3,13
Cc1ccc2c(cnn2C(=O)CCC(=O)NCc2ccccc2Cl)c1,-2.0,-6,x,2,3.7,0.5,x,-3,-0.2,3
O=C(COc1ccc2c3c(c(=O)oc2c1)CCCC3)NC(Cc1ccc(Cl)cc1)C(=O)O (centres undefined),-4.0,6,2,-1,2.6,-0.6,3,-9,1.5,9
COc1cccc(OC)c1C(=O)NNC(=O)c1cccnc1,0.4,0,x,1,-0.9,0.6,-3,-11,0.2,11
Cc1ccc(-c2nc3ncccc3o2)cc1NC(=O)c1cccnc1,3.0,3,10,2,3.0,-1.4,-3,-6,2.1,6
CC(NC(=O)CN1CCN(C(=O)c2cccs2)CC1)c1ccc(F)cc1F (centres undefined),-1.0,3,-5,-3,-0.5,-1.4,-4,-13,1.5,13
O=C1CC(Nc2ccc3ccccc3c2)C(=O)N1Cc1ccccc1 (centres undefined),0.4,0,x,3,2.7,-1.6,x,4,0.6,-4
CCc1ccccc1N(CC)C(=O)C1CCN(c2ncnc3c2nc2n3CCCCC2)CC1,-1.3,7,-40,-2,0.6,-2.1,-1,23,3.0,-23
Cc1c(C(=O)N(C)CCC#N)oc2ccc(S(=O)(=O)N3CCOCC3)cc12,-0.7,3,-4,-1,1.6,-1.4,-4,4,1.2,-4
C=CC(=O)Nc1cccc(Oc2cc(Cl)nc3[nH]ccc23)c1,0.3,3,-16,-6,1.9,-1.5,-3,10,0.2,-10
# Following part
SMILES,Ecoli viability,Tat transport,MITF TRPM1 HTS,Wnt act,phage Ecoli inh,CAL PDZ FP-1,CAL PDZ FP-2,SR-BI DiI inh,AddAB inh,SR-BI uptake up
CCOc1ccc(C(=O)NC2CCN(CC(=O)NCc3ccccc3)CC2)cc1,-2.1,-1,4,-1,1.7,-1.2,-1,25,1.1,-25
Cc1ccc(S(=O)(=O)N(CC(=O)N2CCN(c3ccc(F)cc3)CC2)C2CCCCC2)cc1,-2.2,1,-9,-3,2.8,-1.2,x,12,-0.3,-12
Clc1cccc(-c2nc3nc4ccccc4nc3n2Cc2ccco2)c1,0.0,-6,3,x,-1.1,-2.6,-1,x,3.2,x
CN(C)C(=O)CSc1nnc(Cc2ccccc2)n1CC1CCCO1 (centres undefined),2.8,-4,x,-1,4.8,0.0,x,3,3.9,-3
COc1ccc(/C=C/c2c(-c3cccc(C)c3)oc3ccc(-c4ccc5c(c4)OCO5)cc23)cc1,-0.2,x,x,1,-3.4,x,x,x,0.0,x
